# TAG inh: inhibitors of triacylglycerol accumulation. H9c2 cells, Nile Red lipid (TAG) fluorescence; cells loaded with 200 µM oleic acid. inhibition, % at 12.5 µM. 0.66% of 230,000 active;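 active = pattern-corrected inhibition of lipid staining of at least 50% with the nuclear-stain viability signal not falling by more than 50%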;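 also: 0% = DMSO wells and 100% = triacsin C control wells; some results filed as inactive read as strong as hits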
# TAG inh DAPI viability: recorded beside TAG inh, whose call it bears; DAPI nuclei signal change (viability), lower = more cytotoxic, %;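 whole-well DAPI fluorescence read on a plate reader as a viability signal; minus 50 percent equals half of cells still viable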
# Numbers without * were called inactive. The list is partial; count on the stated rates, not on these rows.
SMILES,TAG inh,TAG inh DAPI viability
CCn1c(SCC(=O)Nc2ccc(OC)c(OC)c2)nc2c(c1=O)SCC2,8,1
O=S(=O)(NCc1ccccc1)c1cnc[nH]1,-2,0
O=[N+]([O-])c1ccc(-n2cnc3ccccc32)c([N+](=O)[O-])c1,0,3
CCCCC#Cc1cncc(C(=O)NN)c1,-2,-1
COCCOC(=O)C1=C(C)NC(=O)NC1c1cn(-c2ccccc2)nc1-c1cccs1 (configuration not stated),-3,-3
CC1Cc2cc(/C=C3/SC(N4CCC(C(N)=O)CC4)=NC3=O)ccc2O1 (configuration not stated),-15,4
Cc1cccc(N2CCN(C(=O)Cn3cccc3)CC2)c1C,15,0
Cc1ccc(SCCC(=O)NC(C)C)cc1,4,4
O=C(CSc1nnc(-c2cccs2)n1-c1ccccc1)Nc1ccccc1,-5,-5
CCOC(=O)C1CCN(C=Nc2cc(C)on2)CC1,-8,7
CN1CCN(c2ccc(NC(=O)c3cccs3)cc2)CC1,-1,-5
Cc1cccc(C(=O)N2CCCN(C(=O)c3cccc(C)c3)CC2)c1,-8,7
CCC(Oc1ccccc1)C(=O)NC1C(=O)N2C1SC(C)(C)C2C(=O)O (configuration not stated),-10,10
O=S(=O)(O)c1nc2ccccc2[nH]1,-1,1
Clc1ccc(-c2nnc(SCc3nc4ccccc4[nH]3)o2)c(Cl)c1,-16,9
COc1ccc(CCNC(=O)c2cc(S(=O)(=O)N3CCc4ccccc43)ccc2F)cc1OC,-4,-1
COc1ccc(-c2nnc(-c3ccc(Br)o3)o2)cc1OC,10,-3
CCN(CC)C(=O)c1ccc(Cc2cn(C)c3ccccc23)nc1,3,-1
COc1ccccc1C(=O)NCCC(=O)N(C)Cc1cccs1,-1,2
O=C(Nc1ccccc1)C(Cc1ccccc1)c1ccccc1 (configuration not stated),-6,-2
Cc1cccc(NC(=O)COC(=O)CN2C(=O)c3ccccc3C2=O)c1C,-8,4
NC(=O)CNCCC(c1ccccc1)c1ccccc1,9,2
CC(C)(C)c1ccc(C(=O)NCCC(=O)NNC(=O)COc2ccc(F)cc2)cc1,-1,-2
O=C(NCc1ccccc1Cl)c1cnc2n(c1=O)CCS2,-14,-4
Cc1ccc(SCCC(=O)NCc2ccccn2)cc1,0,7
CC(OC(=O)C1CCN(S(=O)(=O)c2ccc(Cl)cc2)CC1)C(=O)NC1CCCCC1C (configuration not stated),5,3
CN(C)CCN(C(=O)c1cccs1)c1nc2cc3c(cc2s1)OCCO3,10,-2
CC1CCCCC1NC(=O)c1ccc(S(=O)(=O)NNC(=O)c2ccncc2)cc1 (configuration not stated),2,2
Cc1ccc(NC(=O)CCN2C(=O)NC(C)(C)C2=O)cc1F,19,-3
O=C1C=C(c2ccc(CO)cc2)C[C@@H](c2ccc(F)cc2)C1,-3,10
O=C(COc1ccc(Cl)cc1Br)Nc1nnc(C2CC2)s1,8,-6
CN(Cc1ccccc1F)C(=O)c1cccc(NC(=O)CC2SC(N3CCCCC3)=NC2=O)c1 (configuration not stated),-4,2
CCN(CC)CCN1C(=O)C(=O)/C(=C(/O)c2cnn(-c3ccccc3)c2C)C1c1cccnc1 (configuration not stated),-36,7
CCCCn1c(N)c(N(CCOC)C(=O)C2CC(=O)N(Cc3ccco3)C2)c(=O)[nH]c1=O (configuration not stated),-10,3
Nc1c(C(=O)c2ccccc2)sc2nsc(SCCN3CCCC3)c12,-41,2
O=C(O)c1cc2ccccc2c(=O)s1,-14,-6

# Quoted at random: 4 entries already listed
SMILES,TAG inh,TAG inh DAPI viability
Nc1c(C(=O)c2ccccc2)sc2nsc(SCCN3CCCC3)c12,-41,2
O=C1C=C(c2ccc(CO)cc2)C[C@@H](c2ccc(F)cc2)C1,-3,10
O=C(COc1ccc(Cl)cc1Br)Nc1nnc(C2CC2)s1,8,-6
Cc1ccc(NC(=O)CCN2C(=O)NC(C)(C)C2=O)cc1F,19,-3

# Next entries:
SMILES,TAG inh,TAG inh DAPI viability
Cc1onc(-c2c(Cl)cccc2Cl)c1C(=O)c1ccccc1,-9,5
Cc1ccc(-c2nc3ncccn3c2NC(=O)C2CC2)cc1,-2,5
CCC(C)C(NC(=O)c1ccccc1NC(=O)c1ccco1)C(=O)O (configuration not stated),7,13
C#CCNC(=O)C1=C[C@H](c2cn(C(C)=O)c3ccccc23)C[C@H](OCc2ccc(CO)cc2)O1,-103,-6
COCc1nnc(NC(=O)c2ccc(S(=O)(=O)N3CCOCC3)cc2)o1,-30,1
C=CC(=O)Oc1ccc(N2Cc3ccccc3C2=O)cc1,3,0
Cc1cccc(NC(=O)N2CCCc3ccccc32)c1C,18,-16
Cn1c(SCC2CCCO2)nnc1-c1ccc([N+](=O)[O-])cc1 (configuration not stated),-10,-13
COc1ccc(C(=O)O)cc1S(=O)(=O)Nc1ccccc1C(=O)NCc1ccc2c(c1)OCO2,-2,-5
COc1ccc2nc(C)c3c(c2c1)OC(C)C3 (configuration not stated),-8,1
CCSc1nnc(CNC(=O)c2ccccc2F)n1-c1ccccc1OC,6,0
O=C(Nc1ccc(S(=O)(=O)C(F)F)cc1)c1ccc2c(=O)n3c(nc2c1)CCC3,7,12

# Sorted by heavy-atom count (highest first): part of the list above
SMILES,TAG inh,TAG inh DAPI viability
COc1ccc(C(=O)O)cc1S(=O)(=O)Nc1ccccc1C(=O)NCc1ccc2c(c1)OCO2,-2,-5
CCSc1nnc(CNC(=O)c2ccccc2F)n1-c1ccccc1OC,6,0
Cc1ccc(-c2nc3ncccn3c2NC(=O)C2CC2)cc1,-2,5

# Further structures follow:
SMILES,TAG inh,TAG inh DAPI viability
CCN(CC)CCCN=C(C)C1=C(O)c2ccccc2C1=O,12,-8
Cc1cc(C(=O)OCC(=O)NCc2ccccc2)c2ccccc2n1,-10,0
NC(=O)c1c(NC(=O)c2ccc(F)cc2Cl)sc2c1CCC2,18,-14
COC(=O)Cn1c(C)nc(=O)c(-c2ccccc2)c1C,-3,2
Cc1ccc(-c2nnc(N(C)C(=O)c3cccnc3)s2)cc1,7,5
O=c1c2[nH]c3ccc(F)cc3c2nc2n1CCCS2,25,-8
COc1ccc(C(O)P(=O)(OCc2ccccc2)c2ccc(N(C)C)cc2)cc1 (configuration not stated),15,-6
CCC(C)c1ccccc1N1CC(C(=O)Nc2cc(S(=O)(=O)N3CCOCC3)ccc2OC)CC1=O (configuration not stated),-4,-2
CC(C)OCCCNC(=O)Cc1ccc(F)cc1,-3,2
C=CCn1c(=O)/c(=C/c2cc(OC)c(OC)c(OC)c2)s/c1=C(/C#N)c1nc2ccccc2n1C,-83,17
O=C1c2ccccc2S(=O)(=O)N1CC1CC(c2ccccc2)=NO1 (configuration not stated),-3,8
NC(=O)c1sc2nc(-c3cccnc3)ccc2c1N,4,-2
Cc1cccc(NC(=O)c2ccco2)c1C(=O)O,10,-8
CC(C)(C)C(=O)NC(=S)NNC(=O)c1ccc(-c2ccccc2)cc1,10,1
COc1ccccc1C(=O)COC(=O)C(CCSC)NC(=O)COc1ccccc1 (configuration not stated),9,-5
COc1cc(CN2CCc3c([nH]c4ccccc34)C2)cc(OC)c1,2,1
CCCCn1c(=O)[nH]c(=O)c2c1nc(-c1ccc(OCCC)c(OCC)c1)n2C,14,7
Cc1cccc[n+]1C1C(c2ccc([N+](=O)[O-])cc2)C(C#N)=C(C(=C=[N-])C#N)NC1(O)C1CC1 (configuration not stated),7,6
COc1cccc(CC(=O)OCC(=O)c2cc(OC)c(OC)c(OC)c2)c1,1,-6
Cc1cc(=O)oc2cc(NC(=S)NCc3cccnc3)ccc12,12,5
COc1ccccc1NS(=O)(=O)c1cc(C(=O)NCC(c2ccco2)N2CCCCC2)ccc1C (configuration not stated),13,-1
Cc1ccc(S(=O)(=O)N2CCN(C(=O)CCC(=O)NCCc3ccc(S(N)(=O)=O)cc3)CC2)c(C)c1,12,-3
CN(C)C(=O)CCSc1nnc(-c2ccncc2)o1,3,10
CCCn1c(C)cc(C(=O)COC(=O)c2ccc(Cl)c(S(=O)(=O)N3CCCC3)c2)c1C,-48,-8

# Five consecutive entries out of the list so far, for reference:
SMILES,TAG inh,TAG inh DAPI viability
Cc1cc(=O)oc2cc(NC(=S)NCc3cccnc3)ccc12,12,5
COc1ccccc1NS(=O)(=O)c1cc(C(=O)NCC(c2ccco2)N2CCCCC2)ccc1C (configuration not stated),13,-1
Cc1ccc(S(=O)(=O)N2CCN(C(=O)CCC(=O)NCCc3ccc(S(N)(=O)=O)cc3)CC2)c(C)c1,12,-3
CN(C)C(=O)CCSc1nnc(-c2ccncc2)o1,3,10
CCCn1c(C)cc(C(=O)COC(=O)c2ccc(Cl)c(S(=O)(=O)N3CCCC3)c2)c1C,-48,-8

# Continued:
SMILES,TAG inh,TAG inh DAPI viability
C=CCSc1nc2sc3c(c2c(=O)[nH]1)CCC3,-11,2
COc1ccc(/C=N/Nc2nc3ccccc3s2)cc1O,0,12
CCOC(=O)C#CC(CCc1ccccc1)OS(N)(=O)=O (configuration not stated),-4,0
C[C@H](CO)N1C[C@H](C)[C@@H](CN(C)S(=O)(=O)c2cccc(C#N)c2)OCc2cnnn2CCCC1=O,4,9
Cc1cc(C2(c3ccc(O)c(C)c3)C(=O)N(C)c3ccc(Br)cc32)ccc1O,-3,-2
COc1ccc(-c2csc(NC(=O)CN3C(=O)C4CC=CCC4C3=O)n2)cc1OC (configuration not stated),8,3
CN(C)C(=O)CN1C(=O)NC2(CCc3ccccc32)C1=O (configuration not stated),1,-1
CCCCNC(=O)c1ccc(Cc2cn(C)c3ccccc23)nc1,8,3
Cc1nn(-c2ccccc2)c(C)c1NC(=O)COC(=O)c1cc([N+](=O)[O-])ccc1NCCO,10,-3
COCC(C)n1c(C)cc(C(=O)CSc2nnc(N)s2)c1C (configuration not stated),12,6
Cc1cc(C)c(CSc2ncc(-c3ccc([N+](=O)[O-])cc3)[nH]2)c(C)c1,-12,-1
CCCCCOc1ccc(CSc2n[nH]c(C)n2)cc1,0,-2

# By substructure, the compounds so far with a Cl atom (seven)
SMILES,TAG inh,TAG inh DAPI viability
Clc1ccc(-c2nnc(SCc3nc4ccccc4[nH]3)o2)c(Cl)c1,-16,9
O=C(NCc1ccccc1Cl)c1cnc2n(c1=O)CCS2,-14,-4
CC(OC(=O)C1CCN(S(=O)(=O)c2ccc(Cl)cc2)CC1)C(=O)NC1CCCCC1C (configuration not stated),5,3
O=C(COc1ccc(Cl)cc1Br)Nc1nnc(C2CC2)s1,8,-6
Cc1onc(-c2c(Cl)cccc2Cl)c1C(=O)c1ccccc1,-9,5
NC(=O)c1c(NC(=O)c2ccc(F)cc2Cl)sc2c1CCC2,18,-14
CCCn1c(C)cc(C(=O)COC(=O)c2ccc(Cl)c(S(=O)(=O)N3CCCC3)c2)c1C,-48,-8

# (cont.)
SMILES,TAG inh,TAG inh DAPI viability
Cc1cc(F)ccc1C(O)c1ncc(-c2ccccc2F)[nH]1 (configuration not stated),-1,-17
O=S(=O)(NCC(c1cccnc1)N1CCN(c2ccccc2F)CC1)c1cccs1 (configuration not stated),-16,2
CCN(CC(=O)Nc1ccc2c(c1)OCCO2)C(=O)CSCC(=O)Nc1ccc(C)cc1,-4,0
Cc1ccc(OCCCOc2cccc3cccnc23)cc1C,-7,8
CSc1ncccc1C(=O)N1CCCC(Nc2ccc(F)c(F)c2)C1 (configuration not stated),-4,4
Cc1nnc(-c2cnn(C)c2N)n1CCCN(C)C,0,6
COc1cc(C(=O)NC2CC(C)(C)NC(C)(C)C2)cc(OC)c1OC,3,12
Cc1ccc(-c2csc(NC(=O)c3c(C)noc3C)n2)cc1,3,7
CCCCC(=O)NC(=S)Nc1cccc(C(=O)O)c1,-11,4
CCC(C)NC(=O)CSc1nc2cc3c(cc2c(=O)n1Cc1ccco1)OCO3 (configuration not stated),-10,0
OC[C@@H]1CN(Cc2ccc3c(c2)OCO3)C[C@H](n2cnc3c(NC4CC4)ncnc32)O1,1,-7
CCC(=O)Nc1cccc(C2=NOC3(C2)C[C@H](C(N)=O)N(C(=O)Cc2ccc([N+](=O)[O-])cc2)C3)c1 (some centres not stated),14,-3
CC(OC(=O)/C=C/c1cccs1)C(=O)Nc1ccc(S(N)(=O)=O)cc1 (configuration not stated),-6,2
CNC(=O)CSc1nc2nc(C)cc(C)n2n1,-6,5
C=CCn1cnc2c(nnn2-c2ccc(OC)c(OC)c2)c1=O,-4,3
COc1ccc(Cc2nc3ccc(C(=O)NC(C)c4cnn(C)c4)cc3o2)cc1 (configuration not stated),4,-3
Cc1cccc(-n2ncc3c(NCc4cccnc4)ncnc32)c1,-13,3
O=C1CC(Sc2nnc(-c3ccccc3)o2)C(=O)N1c1ccccc1 (configuration not stated),12,-3
COc1ccc(CNS(=O)(=O)CCNC(=O)c2ccc3c(c2)OCO3)cc1,-7,5
O=C(O)/C=C/c1ccc([N+](=O)[O-])o1,7,-7
COc1cccc(-c2cnc(C(O)c3cc(C)c(OC)c(C)c3)[nH]2)c1 (configuration not stated),-18,2
Cc1ccc(NC(=O)C2CCCN(S(=O)(=O)c3c(C)noc3C)C2)nc1 (configuration not stated),0,-4
Cc1cccc2cc(/C=N/NC(=O)[C@H]3C[C@@H]3c3ccccc3)c(Cl)nc12,-9,-2
COc1ccc(C2(C(=O)NCCCN(C)C)CCOCC2)cc1,-1,2
O=C(Cn1cnc2ccccc2c1=O)N1CCN(S(=O)(=O)c2ccc(F)cc2)CC1,-6,-2
Cc1ccc2c(c1)C1CN(C)CCC1N2C(=O)c1cccc(S(=O)(=O)N2CC(C)CC(C)C2)c1 (configuration not stated),6,19
COc1cccc(NC(=O)CC2SC(=Nc3ccccc3)NC2=O)c1 (configuration not stated),15,3
COc1cc(OC)c(C2Nc3ccccc3NC3=C2C(=O)CC(C)(C)C3)cc1OC (configuration not stated),-3,10
CCSc1cc(C2C(C(=O)OC)=C(C)NC3=C2C(=O)CCC3)c(C)o1 (configuration not stated),-17,7
O=C(OCC1CCNCC1)c1ccc(F)cc1,7,3
O=[N+]([O-])c1cccc(-c2csc(CS(=O)(=O)Cc3ccco3)n2)c1,-1,-8
O=C(COC(=O)c1ccc(F)cc1F)Nc1cccnc1Cl,-8,-2
COc1ccc(N2C(=O)CS(=O)C(c3ccccc3)C2=O)cc1 (configuration not stated),-9,-5
COc1ccc(Br)cc1CNC(=O)CCc1nc(-c2ccccc2F)no1,7,-2
CN(C)CCP(=O)(c1ccccc1)c1ccccc1,-3,-2

# Screening results: PubChem BioAssay, Sanford-Burnham Center for Chemical Genomics
